PKA-R2B act: PKA-R2B complex activation; PKA-R2B holoenzyme dissociation, Cy5-IP20 fluorescence polarization; R2B truncated from residue 108, S112A mutant; 0% DMSO only, 100% 113 µM cGMP; actives 0.079% (n = 340,000); activation, % at 11.4 µM; AID 504700; P22694+P31323;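 active = activation above a cutoff set at the mean over all compounds plus 3 SD, cut at about 18% in these data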;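 note: higher means more holoenzyme dissociation and a rise in polarization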
Target sequence (P31323 whole entry, looked up, other chains not shown, the tested form may be a part): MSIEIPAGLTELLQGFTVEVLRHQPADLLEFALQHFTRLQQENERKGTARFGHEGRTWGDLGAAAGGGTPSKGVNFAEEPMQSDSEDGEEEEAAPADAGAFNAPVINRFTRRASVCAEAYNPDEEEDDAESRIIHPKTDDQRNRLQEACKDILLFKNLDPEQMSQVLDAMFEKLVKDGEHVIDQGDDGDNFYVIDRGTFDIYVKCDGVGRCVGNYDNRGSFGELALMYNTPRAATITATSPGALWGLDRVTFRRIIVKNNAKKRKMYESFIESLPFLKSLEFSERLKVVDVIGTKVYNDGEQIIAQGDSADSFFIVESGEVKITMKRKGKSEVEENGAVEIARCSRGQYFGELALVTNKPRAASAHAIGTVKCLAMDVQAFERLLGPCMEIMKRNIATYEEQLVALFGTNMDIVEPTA
E coli growth: reduces bacterial viability in AddAB counter-screen; E. coli V3065 growth, OD600 absorbance, 18 h; actives 0.27% (n = 330,000); inhibition, % at 11.9 µM;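 active = inhibition above the campaign's mean inhibition across all tested compounds plus 3 SD, cut at about 9.9% in these data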;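 note: uninfected addAB+ strain grown without phage in ampicillin broth; 0% = DMSO wells and 100% = ciprofloxacin 0.95 µg/ml wells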
Mot1-301 SUMO: SUMOylation pathway inhibition by Mot1-301 growth rescue; actives 1% (n = 320,000); growth rescue, % at 18.8 µM; S. cerevisiae Mot1-301 growth rescue, ATP luminescence, 38.5C; percent above DMSO median, 100 means doubled; AID 2716;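 active = every valid replicate shows activation above 250% relative to neutral control wells; inactive = the rest, any valid replicate at or below 250%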;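 note: OY570 slx delta 5 strain wells were the positive control but not used for scaling; some compounds called inactive have numbers as strong as hits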
HTR5A inv ctr: inverse agonist of human HTR5A in OPRM1-OPRD1 counter-screen | P47898 | HTR5A cell line, luminescence, inverse agonism | actives 0.083% (n = 340,000) | inhibition, % at 9.3 µM; in the data active = inhibition mostly above about 23%, no sharp cut-off; inactive = mostly below about 18%;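 note: 0% = cells with DMSO and 100% = no-cell wells with DMSO; some compounds called inactive have numbers as strong as hits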
Target sequence (P47898 whole entry, looked up): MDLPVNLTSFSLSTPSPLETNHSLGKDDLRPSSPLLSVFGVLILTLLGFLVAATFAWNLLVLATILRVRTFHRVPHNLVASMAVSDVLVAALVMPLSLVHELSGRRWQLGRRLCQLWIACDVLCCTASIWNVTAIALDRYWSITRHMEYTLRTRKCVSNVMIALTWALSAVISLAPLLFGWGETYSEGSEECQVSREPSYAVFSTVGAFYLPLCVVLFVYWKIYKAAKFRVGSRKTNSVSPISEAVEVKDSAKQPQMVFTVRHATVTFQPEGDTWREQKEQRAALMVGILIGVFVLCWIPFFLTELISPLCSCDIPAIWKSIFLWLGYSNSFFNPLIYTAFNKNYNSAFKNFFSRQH
Tat export inh: blocks Tat-dependent protein export in E. coli. E. coli MC4100 TorA-mCherry Tat export, fluorescence. inhibition, % at 10 µM. actives 0.036% (n = 340,000). AID 488895;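 active = mean replicate inhibition at least 50% and at least half of replicates individually reaching 50%; inconclusive = only one of the two criteria met; inactive = neither criterion met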;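 note: exported cargo escapes ClpAP degradation while cytoplasmic cargo is degraded and loses fluorescence; 0% = median of neutral control wells and 100% = median of NaSCN control wells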
CDK5 inh: blocks human CDK5/p35 kinase activity | inhibition, % at 10 µM | Recombinant CDK5/p35, ADP-Glo luminescence, 60 min | Q00535+Q15078 | actives 0.01% (n = 330,000) | AID 488839;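 active = highest replicate inhibition of at least 50% and at least 75% of replicates reaching 50%; inconclusive = only one of the two criteria met; inactive = both criteria failed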;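 note: plate controls were DMSO neutral control for no effect and GW8510 at 10 µM for full effect; many of its hits are not listed in these tables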
AddAB inh: less growth of phage-infected E. coli with AddAB; E. coli expressing H. pylori AddAB, absorbance growth; inhibition, % at 11.9 µM; actives 0.29% (n = 330,000); in the data active = inhibition above about 12%;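 note: 0% = vehicle wells of infected cells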
PKA-R1A activ: activates the PKA-R1A holoenzyme complex; activation, % at 11.4 µM; PKA-R1A dissociation, Cy5-IP20 fluorescence polarization; scaled: DMSO 0%, 113 µM cGMP 100%; P00514+P68181; actives 0.083% (n = 340,000);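 active = percent activation above the mean of all tested compounds plus 3 SD, cut at about 19% in these data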;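 note: higher means more PKAc released from R1A so a rise in polarization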
DAGLB inh: blocks human DAGLB lipase activity. HEK293T DAGLB membrane lysate, EnzChek fluorogenic substrate. inhibition, % at 5.17 µM. actives 0.059% (n = 340,000). AID 504411; in the data active = inhibition above about 34%;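 note: 0% = enzyme with vehicle and 100% = wells lacking enzyme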
phage Ecoli inh: E. coli growth loss with phage present | growth absorbance | inhibition, % at 11.9 µM | actives 0.26% (n = 360,000); in the data active = inhibition above about 11%
HTR5A ag: HTR5A agonism, opioid heterodimer counter-screen; HTR5A agonist assay, luminescence, cell-based; activation, % at 9.3 µM; actives 0.61% (n = 340,000); in the data active = activation mostly above about 9.5%, no sharp cut-off; inactive = mostly below about 7.6%;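 note: 0% = cells with vehicle only and 100% = reference agonist; strong numbers were not always called active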
The depositor's hits bear a star; ? = inconclusive; nt = not tested or not shown. An unsorted share of the library; 2.3% or so of the library scored in one or more.

Second line of a record – PKA-R2B act	E coli growth	Mot1-301 SUMO	HTR5A inv ctr	Tat export inh	CDK5 inh	AddAB inh	PKA-R1A activ	DAGLB inh	phage Ecoli inh	HTR5A ag
CCc1ccccc1NC(=S)N(Cc1ccc(OC)cc1)CC1CCC(C(=O)O)CC1 (stereo unspecified)
 : -9	0.5	1	-1	-3	1.8	0.4	-6	4	-0.4	7
Cc1nc(SCCc2nc3ccccc3[nH]2)c2oc3ccccc3c2n1
 : -7	-0.9	8	-5	-4	0.4	-2.0	5	1	2.4	-3
Cc1ccc(/C=C/C(=O)NCc2cccs2)cc1
 : -4	0.3	36	-10	-7	0.5	2.6	1	-13	4.0	-4
CCSc1nnc(NC(=O)C2CCN(S(=O)(=O)c3cc(C(F)(F)F)ccc3Cl)CC2)s1
 : 5	1.5	-14	-12	-3	-0.6	7.0	-17	-3	5.1	-3
O=C(COc1ccc2ccccc2c1)NNC(=O)[C@@H]1CCCC[C@@H]1C(=O)O
 : 1	-1.8	5	18	8	0.9	2.4	-4	0	5.4	-7
COc1cc(/C=C/C(=O)O)cc(S(=O)(=O)NCc2ccc3c(c2)OCO3)c1OC
 : -8	1.3	7	13	-6	0.5	-0.3	-1	1	3.8	-2
CN(C[C@H](Cc1ccccc1)N(CCN(CCc1ccccc1)N=O)N=O)N=O
 : -8	-2.1	83	-9	0	2.4	2.1	-6	0	4.8	-7
COc1cc2[nH]cc(C(=O)NCc3cccs3)c(=O)c2cc1OC
 : 3	1.1	-4	-16	-2	0.5	0.7	7	-3	4.1	7
O=C(c1nc2nc(-c3ccccc3)cc(C(F)(F)F)n2n1)N1CCOCC1
 : -20	-1.4	nt	-3	-1	-0.5	2.3	-9	-2	4.2	9
COc1cccc(NC(=O)Nc2nnc(-c3ccccc3SCc3ccccc3)s2)c1
 : 1	-0.8	15	-10	4	-0.6	2.3	2	3	-1.0	4
COc1ccc(NC(=O)Cn2c(=O)c(C)nc3ccccc32)cc1Cl
 : 7	2.4	11	-15	-3	1.1	0.8	-4	-4	1.7	-3
Cc1ccc2c(c1)C(=O)C(=O)N2CCCOc1ccccc1
 : -1	-3.0	-12	-21	-6	3.4	1.6	-10	0	3.0	3
Cc1ccc(CNC(=O)CSc2nc3ccccc3c(=O)n2CCCO)cc1
 : -1	1.8	-18	5	-14	-0.8	1.3	-1	-1	2.0	-2
Cn1c(=O)c2c(nc(CCc3ccccc3)n2C)n(C)c1=O
 : -5	nt	nt	-24	-6	0.8	nt	-12	-1	-1.0	6
CCCN1CCN(C2CCCCC2NS(=O)(=O)c2ccc(Cl)cc2)CC1 (stereo unspecified)
 : 0	3.0	-4	12	-4	1.0	1.3	4	0	nt	-3
CC1CCC2(CC1)NC(=O)N(CC(=O)N(Cc1ccccc1)C(C)(C)C)C2=O (stereo unspecified)
 : 0	-2.1	31	15	3	1.2	-2.3	1	1	3.2	-1
COc1ccc(CCNC(=O)Cc2cc(=O)[nH]c(=O)[nH]2)cc1OC
 : 13	-2.0	13	3	9	0.5	1.7	-4	1	1.8	2
COCCN(C(=O)COC(=O)c1cccnc1Cl)c1c(N)n(Cc2ccccc2)c(=O)[nH]c1=O
 : -5	0.8	-9	23	-1	1.8	-1.3	2	2	-1.5	-9
CC(=O)c1ccc(-c2ccc(C(=O)N3CCCc4ccccc43)o2)cc1
 : -3	0.8	-17	2	3	-2.4	-0.5	-9	-4	4.5	-1
C/C(=N\NC(=O)c1nnn(-c2nonc2N)c1C)c1ccc(OCc2ccccc2)cc1
 : 3	-0.7	-18	-2	2	1.5	3.0	-10	3	1.6	0
Cc1ccc(S(=O)(=O)N(C)C)cc1NC(=O)c1ccccc1Br
 : 4	-2.5	-14	-10	-5	0.6	-0.2	-11	0	1.4	4
Cc1nn(CCc2nn[nH]n2)c2nc(-c3ccc(Br)cc3)cc(C(F)(F)F)c12
 : -2	0.2	142	0	4	-0.1	-0.3	3	14	2.7	0
Cc1ccc(C)c(Sc2ccc(NC(=O)CCN3C(=O)NC4(CCCC4)C3=O)cc2)c1
 : -2	-1.2	-2	3	24	0.1	0.6	-22	1	0.4	1
Cc1ccc(-n2nc3c(=O)n(C(C)C(=O)NCCC4=CCCCC4)nc(C)c3c2C)cc1 (stereo unspecified)
 : 1	0.3	-16	2	1	1.9	0.7	-13	0	-1.2	0
CCCc1cc(=O)[nH]c2nnc(SCC(=O)Nc3ccc4c(c3)OCCO4)n12
 : -17	1.0	-21	10	?	-7.2	0.5	6	-1	6.1	8
Cc1cc(NC(=O)CSc2nnc(C)c(=O)[nH]2)no1
 : -16	-0.7	-13	5	-5	0.0	1.1	-1	1	3.8	-2
O=C(CC1C(=O)NCCN1Cc1ccccc1C(F)(F)F)NCCc1ccccn1 (stereo unspecified)
 : 8	-2.4	-5	12	2	0.0	2.5	6	-1	4.0	-5
O=C(CC1CCCC1)OCn1nnc2ccccc2c1=O
 : -1	0.6	10	-31	-4	0.5	2.0	-3	1	0.6	4
O=C(C1CCC(=O)N(C2CCCCCC2)C1)N1CCN(c2ccccc2Cl)CC1 (stereo unspecified)
 : -2	0.4	9	-11	8	-0.4	-0.5	-5	3	0.2	-1
O=C(O)c1cc(N/N=C/c2ccc(-c3ccc(F)cc3)o2)ccc1Cl
 : -6	-1.6	2	-6	5	2.0	1.9	5	7	-1.0	1
CCO/C=C1\C(=O)N(c2ccccc2)C(=O)c2ccccc21
 : 1	-1.9	44	-12	2	0.4	0.8	1	-2	nt	1
O=C(N/N=C/c1ccc(O)c(O)c1O)/C(=C/c1ccc([N+](=O)[O-])cc1)NC(=O)c1ccccc1
 : 8	20*	-12	4	7	0.0	16*	-15	35*	15*	1
CCCCn1c(-c2sccc2C)n[nH]c1=S
 : 6	-0.5	-3	9	-12	0.9	1.5	-3	-1	4.1	-4
O=c1[nH]c(N2CCOCC2)nc2ncn(Cc3ccccc3)c12
 : 10	1.0	6	-4	-3	0.1	2.0	-5	0	5.5	1
CCOC(=O)c1[nH]c(C)c(C(=O)OCC(=O)NCc2ccc(Cl)cc2)c1C
 : -4	3.3	10	-15	1	-0.3	1.6	-4	3	1.0	6
CC1CCN(C(=O)COc2ncnc3ccccc23)CC1
 : -5	0.1	94	-4	1	-0.2	0.8	-11	4	-0.1	2
COc1cccc(CNC(=O)C2CCN(S(=O)(=O)c3c(C)nn(C)c3C)CC2)c1
 : -2	-3.4	1	-16	-1	0.2	2.0	-7	-1	2.4	6
CC(=O)Nc1ccc(S(=O)(=O)Nc2ccccc2C(=O)NCc2cccnc2)cc1
 : 0	-1.6	140	-10	-7	-1.3	1.2	-7	-1	-2.4	3
CSc1nsc(SCC(=O)Nc2ccc(O)c(C(=O)O)c2)n1
 : 2	3.3	2	12	-1	-1.8	6.2	0	0	0.7	4
CC(C)(C)NC(=O)COc1ccc(CNCCc2ccccc2)cc1
 : -7	1.7	257	11	5	-1.7	-0.5	7	-3	3.7	-5
CCc1ccc(OCC(=O)N/N=C/c2ccc(OS(=O)(=O)c3ccc(C)cc3)c(OC)c2)cc1
 : 8	-2.5	-15	6	0	-1.2	-3.3	-9	-1	0.0	-2
COc1ccc2nc3oc(C(=O)N4CCN(c5cccc(C(F)(F)F)c5)CC4)cc3cc2c1
 : -3	-1.5	146	37	-8	1.8	0.5	-4	-1	2.7	1
CCOc1ccc(NC(=O)CN2CCN(c3ccccc3C)CC2)cc1S(=O)(=O)N1CCCC1
 : 0	-0.5	8	-2	-2	1.5	0.7	-6	-3	2.5	0
C=CCNc1nc(NCCN2CCOCC2)nc(OC)n1
 : -20	0.3	133	21	-10	-1.1	2.9	-6	-4	2.5	4
CCOC(=O)c1ccc2c(c1)n(CC)c(/C=C/Nc1ccccc1)[n+]2CC
 : -4	-0.9	-1	10	2	0.4	-0.6	-2	7	-0.5	-4
C=CCNC(=O)CCc1nnc(C2(c3ccc(Cl)cc3)CCC2)o1
 : 4	-1.7	-19	10	-2	-1.3	1.0	-2	1	4.5	-1
COc1cc(NS(=O)(=O)c2ccc(Nc3nc(-c4ccccc4)cs3)cc2)nc(OC)n1
 : 0	0.5	6	-35	1	-0.9	6.5	1	9	6.9	13
O=C(NCCc1ccccn1)c1ccc(OC2CCN(Cc3ccccn3)CC2)cc1
 : -4	-0.7	2	16	0	0.9	0.4	-4	0	-2.0	-6
Cc1c(OC(C)C(=O)NCCN2CCOCC2)ccc2c3c(c(=O)oc12)CCC3 (stereo unspecified)
 : -9	-2.3	-15	15	2	0.3	2.0	-15	3	0.0	3
Cn1cc(S(=O)(=O)NCc2ccc(F)cc2)c(=O)n(C)c1=O
 : -15	1.2	-21	7	1	1.3	4.9	10	-1	1.8	1
Cc1ccc(-n2nc(C)c3c2C(Br)C(C)(C)CC3=O)nc1 (stereo unspecified)
 : 7	nt	nt	-25	-13	17	nt	-4	-5	3.4	7
Cc1cnc(NC(=O)c2cc(-c3ccccc3)nn2-c2ccccc2)s1
 : -7	nt	nt	-1	-3	0.1	nt	1	0	0.0	0
CCN(CC)c1ccc(C(=O)N/N=C(\C)c2ccc(O)cc2)cc1
 : -3	4.0	-5	17	0	0.4	4.6	-3	-8	3.3	7

Assay outcomes: PubChem, several laboratories
